LmPK inh = LmPK (Leishmania mexicana) enzyme inhibition | Q27686 | purified LmPK, Kinase-Glo ATP luminescence, 1 h | Potency, µM (top dose mostly 57.5 µM), without a hit: at the highest dose activity change, negative = inhibition, most hits filed as inhibitors | 0.37% of 290,000 active; also: potency is read from the fitted curve at half-maximal effect; % is scaled to controls: 0 for no effect and ±100 for the full control effect
Target sequence (Q27686 whole entry, looked up): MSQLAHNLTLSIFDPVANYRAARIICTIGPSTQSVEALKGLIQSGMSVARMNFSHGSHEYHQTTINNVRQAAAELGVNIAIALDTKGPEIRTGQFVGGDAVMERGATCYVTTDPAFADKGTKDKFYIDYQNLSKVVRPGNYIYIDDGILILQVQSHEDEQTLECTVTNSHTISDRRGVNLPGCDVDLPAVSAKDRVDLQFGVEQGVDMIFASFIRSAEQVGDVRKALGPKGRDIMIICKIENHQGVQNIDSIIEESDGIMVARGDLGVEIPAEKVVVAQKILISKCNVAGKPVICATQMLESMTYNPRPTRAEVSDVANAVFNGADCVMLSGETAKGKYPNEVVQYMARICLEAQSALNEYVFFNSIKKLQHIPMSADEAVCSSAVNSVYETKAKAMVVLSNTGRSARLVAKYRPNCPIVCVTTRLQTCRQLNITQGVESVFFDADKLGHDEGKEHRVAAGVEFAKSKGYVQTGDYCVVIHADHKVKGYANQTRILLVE
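Pyruvate kinase activity monitored as ATP production (luciferase luminescence). Conditions: 0.1 nM enzyme, 0.5 mM PEP, 0.1 mM ADP, 1 h, RT; normalized against uninhibited and no-enzyme wells.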
Pf growth 48h = P. falciparum growth inhibition at 48 hours (one generation) | P. falciparum luciferase growth in erythrocytes, 48 h | Potency, µM (series often up to 28.7 µM), for inactives: at the top dose activity change, negative = inhibition, hits mostly inhibitors | 5.9% of 310,000 active | AID 504832; also: potency is read from the fitted curve at half-maximal effect; % is scaled to controls: 0 for no effect and ±100 for the full control effect
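Compounds are pin-transferred into medium, infected erythrocytes (2% hematocrit, 0.1% parasitemia final) are added, and plates sit one parasite generation at 37 C in 5% CO2. Detection reagent is then added and luminescence measured.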
AmpC inh no detg = AmpC beta-lactamase inhibition without detergent. AmpC nitrocefin hydrolysis, absorbance 480 nm, 0.0001% Triton. Potency, µM (series often up to 57.1 µM), without a hit: top-dose activity change, negative = inhibition, actives largely listed as inhibitors. 0.52% of 330,000 active. P00811;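 also: potency is read from the fitted curve at half-maximal effect; plate controls were no compound for no effect and no enzyme for full effect; nearly all actives have a fitted effect of over 20% in size; some results filed as inactive show a strong effect at the top dose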
Target sequence (P00811 whole entry, looked up): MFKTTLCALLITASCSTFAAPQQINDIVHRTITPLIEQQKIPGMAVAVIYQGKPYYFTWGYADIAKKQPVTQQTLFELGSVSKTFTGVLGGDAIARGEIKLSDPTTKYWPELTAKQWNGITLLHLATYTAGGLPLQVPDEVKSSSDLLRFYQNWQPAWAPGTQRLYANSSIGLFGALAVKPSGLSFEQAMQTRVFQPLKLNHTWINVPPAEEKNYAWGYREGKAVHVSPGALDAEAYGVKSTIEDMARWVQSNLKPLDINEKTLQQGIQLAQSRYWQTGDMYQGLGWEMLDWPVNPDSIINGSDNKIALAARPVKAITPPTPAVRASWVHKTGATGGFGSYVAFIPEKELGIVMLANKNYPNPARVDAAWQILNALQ
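20 mM phosphate pH 7.0 + 0.01% (detergent screen) or 0.0001% Triton X-100; 5.3 nM AmpC reagent; cpd preinc 15 min RT; nitrocefin (800 uM stock) to start; A480 q20 s × 4 min; Activity was normalised to no-enzyme and no-compound control wells.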
Shiga inhibitor = Shiga toxin inhibition | inhibition, % at 38.7 µM | Vero cells, Shiga toxin protein synthesis inhibition reporter | 9.2% of 290,000 active; in the data active = inhibition mostly above about 28%, no sharp cut-off; inactive = mostly below about 43%; also: 0% is about no effect
CHX counter = counter-screen for Shiga toxin inhibitors: cycloheximide protein synthesis inhibition; 12% of 300,000 active; cell reporter, cycloheximide protein synthesis inhibition counterscreen; max response, %; in the data active = max response mostly above about 13%, no sharp cut-off; inactive = mostly below about 14%; also: read at 38.3 µM for the half of the compounds with a filed dose; 0% is about no effect
TbPYK inhibitor = T. brucei pyruvate kinase inhibition; Q57TT1; TbPYK enzyme, Kinase-Glo Plus ATP luminescence, 45 min; Potency, µM (titrated, usually from 76.8 µM), for inactives: at the highest dose activity, negative = inhibition, usual class: inhibitors; 0.12% of 410,000 active; AID 624173; also: potency is read from the fitted curve at half-maximal effect; % is scaled to controls: 0 for no effect and ±100 for the full control effect; nearly all actives have a fitted effect of over 50% in size
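Luminescent Kinase-Glo Plus end-point after 45 min room-temperature reaction of T. brucei pyruvate kinase started with 130 uM ADP (final). Buffer TEA 50 mM pH 7.2 with KCl, MgCl2, BSA, Tween-20; titration-based qHTS with fitted concentration-effect curves.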
Pf growth 96h = P. falciparum growth inhibition at 96 hours | Potency, µM (doses to about 28.7 µM), for inactives: top-dose activity change, negative = inhibition, most hits filed as inhibitors | 6.9% of 320,000 active | P. falciparum luciferase reporter growth, 96 h; also: potency is read from the fitted curve at half-maximal effect; % is scaled to controls: 0 for no effect and ±100 for the full control effect
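P. falciparum expressing integrated firefly luciferase grown in erythrocytes (2% hematocrit, 0.05% parasitemia final) with compounds for 96 hours at 37 C, 5% CO2. Growth inhibition read as loss of luminescence after adding luciferase detection reagent.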
Active calls of the source: *; ? = inconclusive; nt = no result given; [ ] = dose if it differs, or a comment. Unless noted, calls follow the shape of the dose curve; as a rule, active = well fitted curve in the direction sought with a large enough effect; inconclusive = small, poorly fitted or top-dose-only effect, or another doubt; inactive = no such curve, though single readings can be large; an effect the other way counts as inactive or inconclusive.

The opening 8 records (preview)
(1) c1ccc2c(c1)CC/C2=N/Nc1nc2ccccc2[nH]1
(2) O=C(c1cc(-c2ccccc2)on1)N1CCCc2ccccc21
(3) CCS(=O)(=O)N1CCN(C(C)CCc2ccccc2)CC1 (stereo not drawn)
(4) Cc1cccc(CSc2nc3c(cc2C#N)CN(C)CC3)c1
(5) CCCc1nc(SCc2ccccn2)c2c(=O)n(C)c(=O)n(C)c2n1
(6) Cc1ccc2c(c1)N(CC(=O)N1CCC(O)CC1)C(=O)CO2
(7) CC(C)C[C@H](NC(=O)c1nc[nH]c1C(=O)N(C)Cc1ccccc1)C(=O)OC(C)(C)C
(8) COc1ccc(N(C(=O)Cn2cnc3ccccc32)C(C(=O)NC2CCCCC2)c2ccccc2)cc1 (stereo not drawn)

assay / entry	1	2	3	4	5	6	7	8
LmPK inh	-6%	5%	-7%	-3%	5%	-1%	10%	5%
Pf growth 48h	2.6µM*	?	-6%	10µM*	nt	6%	?	13µM*
AmpC inh no detg	-29%[11.4 µM]	-10%	-12%	79%[activator]	13%	3%	148%[activator]	146%[activator]
Shiga inhibitor	119*	61*	17	8	-1	2	-4	-7
CHX counter	47*	50*	-4	9	-3	-2	-1	-4
TbPYK inhibitor	-2%	-1%	-18%	-2%	7%	-5%	-5%	3%
Pf growth 96h	?	0%	3.3µM*	7.4µM*	-14%	21%	7.4µM*	?

This part in full, from the first entry:
(1) c1ccc2c(c1)CC/C2=N/Nc1nc2ccccc2[nH]1
(2) O=C(c1cc(-c2ccccc2)on1)N1CCCc2ccccc21
(3) CCS(=O)(=O)N1CCN(C(C)CCc2ccccc2)CC1 (stereo not drawn)
(4) Cc1cccc(CSc2nc3c(cc2C#N)CN(C)CC3)c1
(5) CCCc1nc(SCc2ccccn2)c2c(=O)n(C)c(=O)n(C)c2n1
(6) Cc1ccc2c(c1)N(CC(=O)N1CCC(O)CC1)C(=O)CO2
(7) CC(C)C[C@H](NC(=O)c1nc[nH]c1C(=O)N(C)Cc1ccccc1)C(=O)OC(C)(C)C
(8) COc1ccc(N(C(=O)Cn2cnc3ccccc32)C(C(=O)NC2CCCCC2)c2ccccc2)cc1 (stereo not drawn)

assay / entry	1	2	3	4	5	6	7	8
LmPK inh	-6%	5%	-7%	-3%	5%	-1%	10%	5%
Pf growth 48h	2.6µM*	?	-6%	10µM*	nt	6%	?	13µM*
AmpC inh no detg	-29%[11.4 µM]	-10%	-12%	79%[activator]	13%	3%	148%[activator]	146%[activator]
Shiga inhibitor	119*	61*	17	8	-1	2	-4	-7
CHX counter	47*	50*	-4	9	-3	-2	-1	-4
TbPYK inhibitor	-2%	-1%	-18%	-2%	7%	-5%	-5%	3%
Pf growth 96h	?	0%	3.3µM*	7.4µM*	-14%	21%	7.4µM*	?

(9) O=C(NCc1cccnc1)c1cc(Cl)ccc1[N+](=O)[O-]
(10) COCCN1CCN(c2c3c(nc4cc(-c5cccc(F)c5)nn24)CCC3)CC1
(11) COc1ccc(OCc2cc(C(=O)NC3CCc4ccccc43)no2)c(Cl)c1 (stereo not drawn)
(12) CN(C)S(=O)(=O)c1ccc(NC(=O)COc2ncnc3sccc23)cc1
(13) COc1ccccc1NCC(=O)n1nc(C)cc1C
(14) O=C(c1cccc(N2CCCC2=O)c1)N1CCN(c2ccc(F)cc2)CC1
(15) CC1CC(CCC(=O)NC(=S)Nc2ccc(S(N)(=O)=O)cc2)C(=O)O1 (stereo not drawn)
(16) NNC(=O)c1nc(-c2cccc(-n3cccc3)c2)no1

assay / entry	9	10	11	12	13	14	15	16
LmPK inh	-3%	5%	-7%	-7%	0%	-4%	2%	3%
Pf growth 48h	-5%	?	-20%	-2%	0%	3%	-1%	-9%
AmpC inh no detg	-10%	-25%	-18%	-25%	-8%	5%	-7%	-65%
Shiga inhibitor	-2	-4	-1	-1	5	21	0	-31
CHX counter	-6	2	0	9	6	1	6	-3
TbPYK inhibitor	0%	1%	6%	-1%	5%	8%	2%	5%
Pf growth 96h	-10%	?	10µM*	-15%	-10%	?	?	14%

(17) CC1CCCCN1S(=O)(=O)c1cccc(S(=O)(=O)N2CCOCC2)c1 (stereo not drawn)
(18) Cc1nc(CSc2ccc(Cl)cc2)cc(N2CCOCC2)n1
(19) COc1ccc(-c2nn(-c3ccccc3)cc2/C=N/N2C(=O)CSC2=S)cc1
(20) COC(=O)c1[nH]c(C)c(/C(O)=C2\C(=O)C(=O)N(CCN3CCOCC3)C2c2cccnc2)c1C (stereo not drawn)
(21) CC(=O)c1c(C)nc(-c2ccc3c(c2)OCO3)n1O
(22) Cc1cccc(N2C(=O)C(Cl)=C(N3CCOCC3)C2=O)c1
(23) CCN(CC)c1ccc(/C=N/N2CC(=O)NC2=S)cc1
(24) COCC(=O)Nc1ccc(C(N)=O)cc1

assay / entry	17	18	19	20	21	22	23	24
LmPK inh	-4%	1%	0%	0%	-8%	5%	nt	-1%
Pf growth 48h	?	4%	nt	0%	17%	?	?	-3%
AmpC inh no detg	25%	10%	?	-20%	-12%	2%	0%	-14%
Shiga inhibitor	15	-2	27	3	27	19	nt	-10
CHX counter	-1	10	29*	-2	12	11	nt	-2
TbPYK inhibitor	5%	-8%	2%	-7%	-11%	-14%	-13%	5%
Pf growth 96h	-22%	7.4µM*	14%	?	-3%	?	3.7µM*	nt

(25) CC1=CC(C)(C)NC(=S)N1c1cccc2ccccc12
(26) CCn1cc(C(=O)NCCC(C)C)c(=O)c2cc(F)c(N3CCN(C)CC3)cc21
(27) Cn1cc(C(=O)c2ccc(Cl)cc2Cl)cc1C(=O)N/N=C(\N)COc1ccc(Cl)cc1Cl
(28) CC1=C(C)CC(C(=O)Nc2cccc(Cl)c2)C(C(=O)O)C1 (stereo not drawn)
(29) COc1ccc(NC(=O)CN2CCN(S(=O)(=O)c3ccc(Cl)cc3)CC2)cc1Cl
(30) Oc1ccc(-c2cc(-c3ccc(O)cc3)nc(-c3ccccc3)n2)cc1
(31) NS(=O)(=O)c1ccc(CCNC(=O)C2CCC(Cn3c(=S)[nH]c4ccccc4c3=O)CC2)cc1 (stereo not drawn)
(32) COc1ccc(OC)c(-c2csc(NC(=O)c3ccc4c(c3)OCO4)n2)c1

assay / entry	25	26	27	28	29	30	31	32
LmPK inh	1%	0%	4%	4%	8%	6%	-3%	5%
Pf growth 48h	-18%	?	?	-14%	?	4%[0.00184 µM]	?	63%[activator]
AmpC inh no detg	-4%	41%	-13%	-24%	-22%	-46%	-20%	-31%
Shiga inhibitor	-3	-1	-2	-9	-24	-8	24	63*
CHX counter	1	-3	-2	-1	-2	-4	5	18*
TbPYK inhibitor	6%	4%	-6%	-1%	-1%	2%	-8%	-9%
Pf growth 96h	31%[activator]	?	nt	71%[activator]	?	5.9µM*	25%	0%

(33) Cc1cc([N+](=O)[O-])nn1CC(=O)NC1CCCCC1
(34) O=S(=O)(Nc1ccc(F)cc1)c1ccc(NC(=S)Nc2ccccc2)cc1
(35) CC1CN(c2nc3ccccc3nc2C(C#N)C(=O)OC2CCCCC2)CC(C)O1 (stereo not drawn)
(36) COc1ccc(O[C@H]2C=C[C@@H](c3ccccc3)O[C@@H]2COC(=O)CC/C(C)=N/O[C@@H](C)c2cn([C@H](CO)Cc3ccccc3)nn2)cc1
(37) O=C(COc1ccc2c(c1)oc(=O)c1ccccc12)N[C@@H](Cc1c[nH]c2ccccc12)C(=O)O
(38) CCOc1ccc(NC(=O)C2CCC(CNc3c(N4CCCCC4)c(=O)c3=O)CC2)cc1 (stereo not drawn)
(39) Cc1cc(C)cc(NC(=O)C2CCCN(S(=O)(=O)c3c(C)noc3C)C2)c1 (stereo not drawn)
(40) COc1cc(-c2noc(C)c2C#CCO)cc(OC)c1OC

assay / entry	33	34	35	36	37	38	39	40
LmPK inh	-4%	2%	3%	1%	-6%	7%	12%	5%
Pf growth 48h	15%	9%	2.1µM*	?	35%[activator]	6.6µM*	0%	33%[activator]
AmpC inh no detg	-26%	-24%	5%	177%[activator]	-23%	25%	112%[activator]	1%
Shiga inhibitor	-4	-6	1	-3	0	-10	2	-4
CHX counter	-1	-6	1	-1	-3	1	-1	5
TbPYK inhibitor	2%	-12%	-10%	nt	1%	7%	-8%	-3%
Pf growth 96h	?	23%	?	?	18%	5.9µM*	?	4%

(41) Cc1cc(C)n(-c2nc(C)nc(N)n2)n1
(42) COc1ccc(OCCSc2nc3nc(C)cc(C)n3n2)cc1
(43) Cc1cc(Cl)ccc1OCCCC(=O)OCC(N)=O
(44) Cc1ccc2c(c1)[C@H]1[C@H](CO2)[C@H](c2ccccc2)[C@]2(C)C(=O)NCC(=O)N12
(45) COc1ccc(C(C(=O)NCc2ccccc2)N(Cc2ccco2)C(=O)c2cnccn2)cc1 (stereo not drawn)
(46) Cc1ccc2c(c1)c(N=NC(N)=S)c(O)n2Cc1ccccc1
(47) CCCc1ccc(S(=O)(=O)N2CCN(C(C)C(=O)NCc3ccc(OC)cc3)CC2)cc1 (stereo not drawn)
(48) O=C(Cn1cnc2ccccc2c1=O)NNC(=O)c1ccccc1

assay / entry	41	42	43	44	45	46	47	48
LmPK inh	-1%	-1%	2%	nt	0%	2%	nt	0%
Pf growth 48h	12%	0%	-7%	8%	0%	-27%	?	20%
AmpC inh no detg	-19%	11%	20%	1%	-2%	-18%	196%[activator]	4%
Shiga inhibitor	-4	19	10	nt	-10	-8	nt	-1
CHX counter	0	0	-6	nt	-4	6	nt	6
TbPYK inhibitor	-29%	3%	0%	0%	0%	-4%	-1%	0%
Pf growth 96h	294%[activator]	-1%	22%	18%	304%[activator]	?	?	-1%

(49) CC1CCc2c(sc(NC(=O)CSc3ncn[nH]3)c2C#N)C1 (stereo not drawn)
(50) CC1CCCC(C)N1C(=O)CSc1nnc(COc2ccc(F)cc2)o1 (stereo not drawn)
(51) CCC(C)C(=O)Nc1ccc(OC)cc1[N+](=O)[O-] (stereo not drawn)
(52) CN1C(=O)C2C(c3ccc(N(C)C)cc3)=NN(Cc3ccccc3)C2C1=O (stereo not drawn)
(53) O=C(N/N=C/c1ccc(N2CCOCC2)cc1)c1ccccn1
(54) O=C(NCCCN1CCCC1=O)c1nnc(Cc2c(F)cccc2Cl)o1
(55) Cc1ccc(Cn2cnc3ccccc32)cc1

assay / entry	49	50	51	52	53	54	55
LmPK inh	6%	-8%	1%	12%	?	1%	-2%
Pf growth 48h	-22%	-19%	19%	15%	121%[activator]	-4%	3%
AmpC inh no detg	-38%	26%	-5%	68%[activator]	-3%	-3%	-5%
Shiga inhibitor	-19	15	-12	1	51*	22	18
CHX counter	-3	-3	-2	-1	27*	15	7
TbPYK inhibitor	1%	-5%	-6%	-12%	-35%	-6%	-1%
Pf growth 96h	-13%	6%	252%[activator]	97%[activator]	126%[activator]	-16%	nt
